Source: PubChem
NPYLR7 agonist: agonists of mosquito NPYLR7 receptor, primary screen, cell-based, Aedes aegypti, calcium fluorescence, mosquito biting behavior. AID 1259423, 2018. HEK293T NPYLR7/Galpha15, GCaMP6s calcium fluorescence. Aedes aegypti neuropeptide Y-like receptor 7 (NPYLR7). activation, % at 10 µM. 270,000 compounds, 0.15% hits; in the data active = activation above about 40%;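 note: 0% = vehicle and 100% = reference agonist at the receptor; some compounds past the cut are filed as inactive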
mcGAS lum: cyclic GMP-AMP synthase inhibitors, mouse, primary biochemical chemiluminescence; Q8C6L5; recombinant cGAS, Kinase-Glo ATP depletion luminescence; inhibition, % at 12.5 µM; 160,000 compounds, 0.15% hits; AID 1259399, 2018;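 note: 0% = negative control wells and 100% = reference inhibitor with no enzyme activity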
hcGAS inh: Primary biochemical luminescence assay for human cyclic GMP-AMP synthase inhibitors; recombinant h-cGAS, ATP depletion, Kinase-Glo luminescence; Q8N884; 290,000 compounds, 0.081% hits; inhibition, % at 12.5 µM;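 note: 0% = vehicle reaction and 100% = reaction without DNA for no activity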
Target sequence (Q8N884 whole entry, looked up): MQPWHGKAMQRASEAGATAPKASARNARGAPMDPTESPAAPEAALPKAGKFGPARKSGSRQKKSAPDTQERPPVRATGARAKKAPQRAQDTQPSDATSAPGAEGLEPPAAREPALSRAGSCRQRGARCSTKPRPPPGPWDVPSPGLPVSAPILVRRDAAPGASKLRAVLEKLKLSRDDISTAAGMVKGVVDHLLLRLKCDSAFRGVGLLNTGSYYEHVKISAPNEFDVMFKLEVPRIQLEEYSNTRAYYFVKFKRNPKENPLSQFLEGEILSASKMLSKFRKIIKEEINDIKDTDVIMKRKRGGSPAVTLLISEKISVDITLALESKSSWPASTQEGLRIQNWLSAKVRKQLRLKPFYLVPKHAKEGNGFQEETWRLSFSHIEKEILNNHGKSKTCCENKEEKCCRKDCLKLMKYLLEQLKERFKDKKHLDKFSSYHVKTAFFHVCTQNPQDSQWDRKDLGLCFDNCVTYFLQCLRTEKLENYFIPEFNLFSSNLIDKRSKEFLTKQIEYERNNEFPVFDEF
* hit, by the source's call; . = no result given; & = joins results of further samples. Cut-off read from the data, not from the text of the source, unless noted: active = inhibition above about 40%; inactive = the rest.

Start of the data: the first 4 entries, ahead of the listing:
Every second line gives: NPYLR7 agonist, mcGAS lum, hcGAS inh
CCc1ccc(S(=O)(=O)Nc2ccc(Nc3ccc(-n4ccc(C)n4)nn3)cc2)cc1
→ -5, -8, -4
COc1ccccc1-c1nnc(-c2cc3c(ccc4ccccc43)oc2=O)o1
→ 2, -6, -3
COCCOC(=O)C1=C(C)OC(=N)C(C#N)C1c1ccc(C)cc1 (stereo not given)
→ 3, -6, -4
O=S(=O)(c1ccc(Cl)cc1)N1CCCC2CCCCC21 (stereo not given)
→ 2, ., -5

All compounds of this part (from the top)
Every second line gives: NPYLR7 agonist, mcGAS lum, hcGAS inh
CCc1ccc(S(=O)(=O)Nc2ccc(Nc3ccc(-n4ccc(C)n4)nn3)cc2)cc1
→ -5, -8, -4
COc1ccccc1-c1nnc(-c2cc3c(ccc4ccccc43)oc2=O)o1
→ 2, -6, -3
COCCOC(=O)C1=C(C)OC(=N)C(C#N)C1c1ccc(C)cc1 (stereo not given)
→ 3, -6, -4
O=S(=O)(c1ccc(Cl)cc1)N1CCCC2CCCCC21 (stereo not given)
→ 2, ., -5
COc1ccc(S(=O)(=O)NCCOc2ccc3nnc(-c4ccccc4)n3n2)cc1C
→ -1, -10, -11
Cc1cc(C)c(S(=O)(=O)NC(CC(=O)O)c2ccccc2)cc1C (stereo not given)
→ -5, ., 5
CC(C)CC(=O)N(CCN(C)C)Cc1csc(COc2ccc(Cl)cc2)n1
→ 1, -4, -4
Cc1cc(N2CCN(c3cccc(C(F)(F)F)c3)CC2)nc(SCc2cccc(C(=O)NCC3CC3)c2)n1
→ 13, -4, -13
Cc1ccccc1NC(=O)CC(=O)N[C@H](C)c1ccccc1
→ 1, -16, -2
O=C(c1cc(C(F)(F)F)cc(C(F)(F)F)c1)N1CCC(c2nc(-c3ccc(C(F)(F)F)cc3)no2)CC1
→ 21, -5, -5
CCCCN(C(C)=O)c1c(CC)nc2ccc(C(=O)N3CCN(C)CC3)cn12
→ 16, -3, -3
CSCCC(C)N(C)Cc1cccc2ccccc12 (stereo not given)
→ -1, ., 4
Cc1ccc(Cc2nsc(N3CCC(CNC(=O)Nc4ccc(C(F)(F)F)cc4)CC3)n2)cc1
→ 13, -3, -4
COC(=O)Cc1cc(C2CCN(C/C(C)=C/c3ccco3)CC2)n[nH]1
→ 6, ., 3
CCC[C@@H]1CN(C(=O)c2cnn(C)c2)C[C@H]1N(C)C
→ ., -7, -9
CCOc1ccc(-n2nnnc2CNS(=O)(=O)c2ccccc2C(F)(F)F)cc1
→ -2, -6, -3
CCc1noc(CN(C)C(=O)CSc2cccc(OC)c2)n1
→ 2, ., 11
CN(Cc1ccsc1)C(=O)CCc1nnc(CCCc2ccccc2)o1
→ 0, -6, -4
Nc1ccc2oc(-c3ccccc3Br)nc2c1
→ 13, -3, -7
Cn1nc(C(C)(C)C)cc1NC(=O)CN1CCC(c2ccccc2)C1 (stereo not given)
→ 7, ., -8
CCc1nc2ccc(C(=O)NCCN3CCOCC3)cn2c1N(CC)CCN(C)C
→ 1, 1, -2
CCOC(=O)C1CCN(C(c2ccncc2)c2c(O)cc(C)n(Cc3cccnc3)c2=O)CC1 (stereo not given)
→ 3, ., 2
CC(C(=O)N1CCCCCC1)S(=O)Cc1cccc(C(N)=O)c1 (stereo not given)
→ -2, -17, -9
CCCn1c(C)c(C)n2c3c(=O)n(Cc4ccc(F)cc4)c(=O)n(C)c3nc12
→ 2, ., -8
O=C(Nc1cccc(Cl)c1)N(Cc1c(-c2ccccc2F)noc1N1CCOCC1)C1CC1
→ 10, -3, -2
COc1cccc(CNC(=O)c2ccc(-c3cc(-c4cccc(C(F)(F)F)c4)n[nH]3)cc2)c1
→ -7, 104*, -1
O=C(CC(c1cccc2c1OCO2)c1c[nH]c2ccccc12)NCCN1CCOCC1 (stereo not given)
→ 5, -8, -4
Nc1cc(F)ccc1-c1nnc(-c2ccc(F)cc2)c(=O)[nH]1
→ 5, 0, 8
O=C(CSc1nn(-c2ccc(F)cc2)c(=S)s1)Nc1cc(F)ccc1F
→ 2, -5, -3
COc1ccccc1N=c1scc(C)n1N1CCOCC1
→ -8, -8, -7

Remaining list, next part:
Every second line gives: NPYLR7 agonist, mcGAS lum, hcGAS inh
O=C(NCCn1nc(-c2ccncc2)ccc1=O)Nc1ccccc1
→ 13, ., -8
Cc1cccc(OCC(O)CSc2nnc(C)n2-c2ccccc2)c1 (stereo not given)
→ 5, ., -4
Cc1ccc(C(=O)CCC(=O)N(C)CCCC(=O)O)cc1C
→ 0, -17, -7
O[C@H]1C=C2CCN3Cc4cc5c(cc4C(C23)[C@@H]1O)OCO5 (stereo not given in full)
→ ., 14, 26
O=C(CCCCSc1nnc(-c2ccco2)n1-c1cccc(C(F)(F)F)c1)N1CCN(C/C=C/c2ccccc2)CC1
→ 18, -5, -2
O=C(Cc1cn2ccsc2n1)N/N=C1\CCCCC1C1CCCCC1 (stereo not given)
→ 1, ., -5
COc1ccc(C(CC(=O)N2CC(C)OC(C)C2)c2c[nH]c3ccccc23)c(OC)c1 (stereo not given)
→ 0, -7, -6
COc1ccc(Cc2noc(CN3CCC(C(O)c4cccs4)CC3)n2)cc1OC (stereo not given)
→ 7, ., -4
CCCCCCn1c(SCCOC)nc2c1c(=O)[nH]c(=O)n2C
→ -7, ., -8
O=C1CCc2cc(S(=O)(=O)OCC(F)(F)F)ccc2N1
→ 8, ., -4
Cc1noc(C)c1S(=O)(=O)N(CC(C)C)C1CCN(C)CC1
→ 3, ., -6
O=C(O)C1CCC(CNS(=O)(=O)c2cccs2)CC1 (stereo not given)
→ 9, ., 3
O=C(CNS(=O)(=O)c1cccc(Cl)c1Cl)Nc1cc(Cl)ccc1Cl
→ -2, -9, -3
COc1ccc(C(=O)Nc2cc(-c3nc4cc(C)ccc4o3)ccc2C)cc1[N+](=O)[O-]
→ -9, -4, -2
CC1(C(=O)NCc2ccc(C(F)(F)F)cc2)CCN1Cc1ccccc1OC(F)F (stereo not given)
→ 10, ., -8
COc1ncccc1-c1nc2ccccc2n1CCO
→ 0, ., -3
COc1cc(NC(=O)c2ccc3[nH]ccc3c2)ccc1NC(=O)CC(C)C
→ 9, -16, -3
CCc1nccc(CN2CCC(c3ccncc3)CC2)n1
→ 4, -8, -7
O=[N+]([O-])c1cc(S(=O)(=O)Nc2ccc3cn[nH]c3c2)ccc1Cl
→ 4, 5, 1
Nc1nc(Nc2cccc(Cl)c2)nc(C(F)(F)F)n1
→ -2, -5, -3
Cc1cc(C)c2c(c1)OCN(Cc1ccc3c(c1)OCO3)C2
→ -6, ., -2
CCOC(=O)c1nn(-c2ccccc2Cl)c(=O)cc1OS(=O)(=O)c1cc(OC)ccc1OC
→ -1, -7, -8
Cn1cc(NC(=O)CN2CCCC(Nc3ccc4c(c3)OCO4)C2)cn1 (stereo not given)
→ 2, -16, -3
COc1ccc(CN(CCN2CCOCC2)CC(C)(C)O)cc1OC
→ -3, -2, 2
COc1cccc(NC(=O)CSc2ccc3nnc(-c4ccncc4)n3n2)c1
→ -2, -7, -7
CCC/C=C/c1c(C)c2ccccc2[nH]c1=O
→ 8, ., -1
c1ccc2c(c1)CCC[C@H]2Nc1nc2ccccc2[nH]1
→ -3, -4, -2
CNc1nc2cnc(Nc3ccc(OC)cc3)cc2n1Cc1ccccc1
→ -2, -1, 2
CCN1CCN(c2cc(=O)n(-c3ccc(Cl)cc3)c(=O)[nH]2)CC1
→ 7, ., -5
CCCN(Cc1nc2cc(Cl)ccc2c(=O)[nH]1)C(=O)COc1cc(Cl)ccc1Cl
→ 1, -9, -6

Taken from above:
hcGAS inh with O=C(O)C1CCC(CNS(=O)(=O)c2cccs2)CC1 (stereo not given) → 3
hcGAS inh with CCC[C@@H]1CN(C(=O)c2cnn(C)c2)C[C@H]1N(C)C → -9

Other structures:
Every second line gives: NPYLR7 agonist, mcGAS lum, hcGAS inh
COc1ccc(C(=O)N2CCSC23C(=O)N(Cc2ccccc2C)c2ccc(OC)cc23)cc1 (stereo not given)
→ 3, -6, -10
C=CCNC(=S)Nc1ccc(Br)cc1F
→ 7, ., -3
CCN(c1ccccc1)S(=O)(=O)c1ccc(C(=O)Nc2sccc2C#N)cc1
→ -7, -2, -3
CCOP(=O)(OCC)c1nc(-c2cccc3ccccc23)oc1N1CCC(C)CC1
→ -9, -1, 3
C=CCOC(=O)C1=C(C)N=c2sc(=Cc3ccccc3F)c(=O)n2C1c1ccc(OC)c(OC)c1 (stereo not given)
→ -3, 0, 1
COc1ccc(OC)c(Cc2nnc(CCC(=O)NC(C)CCn3cccn3)o2)c1 (stereo not given)
→ 5, ., -6
Cc1nc(NCCNC(=O)c2ccccc2C)cc(N2CCCC2)n1
→ -3, ., -5
COCCCN(Cc1cc(F)cc(F)c1)Cc1cccn1Cc1cccc(C)c1
→ ., -2, -2
CCCc1ccc(S(=O)(=O)Nc2ccc(Br)cc2C(=O)NCCc2ccc(OC)cc2)cc1
→ 16, -7, -6
CCOC(=O)N1CCN(C(=O)Cc2csc(NC(=O)CN(C(=O)C3CCCCC3)C3CC3)n2)CC1
→ -7, -5, -4
Nc1cccc(S(=O)(=O)Nc2ccc(I)cc2)c1
→ 2, ., -8
Cc1nc(CC(=O)N2CCc3c(cnc(C)c3CNC(=O)/C=C/c3cccs3)C2)cs1
→ 24, -4, -2
O=C(CCc1ccco1)N1CCOC(COc2cccc(C(F)(F)F)c2)C1 (stereo not given)
→ 25, -8, -6
Cc1ccc(S(=O)(=O)NCc2ccco2)cc1C(=O)OC1CCCCC1=O (stereo not given)
→ 0, ., 0
CC(=O)c1ccc(OCc2c(-c3ccccc3)nnn2CC(=O)NS(=O)(=O)c2ccccc2C)cc1
→ 5, ., -13
CC(NC(=O)CCN(Cc1ccco1)c1nc(-c2ccco2)nc2ccccc12)c1ccccc1 (stereo not given)
→ 19, -5, -5
Cc1nn(C2CCS(=O)(=O)C2)c2nc(-c3ccccc3)cc(C(=O)NC3CCCCCC3)c12 (stereo not given)
→ 6, 2, 3
O=c1[nH]c(=O)c2sc3ncc4c(c3c2[nH]1)CCC4
→ -1, ., -9
O=C(CNC(=O)C1CCCCC1)NCC(=O)Nc1ccc(F)c(F)c1F
→ -4, ., -4
CCCNC(=O)CCCCn1c(=O)c2ccccc2n(CC(=O)N2CCOc3ccc(C)cc32)c1=O
→ 16, -3, -2
CCOC(=O)N1CCN(C(=O)c2cc(-c3ccccc3OC)nc3cc(-c4ccccc4)nn23)CC1
→ -7&5, -6&1, -6&3
CC(C)CN(Cc1cccn1C)C(=O)CN(C(=O)c1ccc(-c2ccccc2)cc1)C1CC1
→ 1, -6, -4
N#Cc1ccccc1-c1ccc(COc2coc(CN3CCN(C(=O)CC4NC(=O)NC4=O)CC3)cc2=O)cc1 (stereo not given)
→ 3, 0, 5
COCC(O)CN(Cc1cccn1Cc1ccc(C(C)(C)C)cc1)CC1CCCCC1 (stereo not given)
→ -3, -5, -5
Cc1cc(N2CCN(Cc3ccccc3)CC2)nc(SCc2ccc(C(=O)N3CCCC3)o2)n1
→ -2, -3, -4
C=C(C)Cn1c(=O)c2c(nc3n(-c4ccc(C)cc4)c(C)cn23)n(C)c1=O
→ 8, ., -7
O=C(O)/C=C\C1CC=CCC1 (stereo not given)
→ -1, ., 1
COc1ccc(C2CC(c3ccccc3F)=NN2C(=O)CN2CCc3ccccc3C2)cc1 (stereo not given)
→ -8, 0, -2
c1ccc2c(c1)[nH]c1nc3nnnn3nc12
→ -4, ., -7
CC(C)(C)c1ccc(OCC(=O)NN=C2CCCC2)cc1
→ -7, -7, -7

Additional results follow.
Every second line gives: NPYLR7 agonist, mcGAS lum, hcGAS inh
Cc1nccn1CCNC(=O)c1ccc(C(C)(C)C)cc1
→ 19, ., -1
CCCCn1cnc2c1c(=O)[nH]c(=O)n2CCC
→ -1, ., -6
CCSc1nc(N2CCOCC2)c2cnn(CCNC(=O)c3ccco3)c2n1
→ 4, -1, 10
O=C(NCC(=O)N1CCN(S(=O)(=O)c2cc(F)ccc2F)CC1)C1CCCCC1
→ 4, ., -2
Cc1cc(C)n(-c2cccc(CN3CCC(O)(Cc4cc(-c5ccccc5)no4)CC3)c2)n1
→ -6, -10, -8
COCC(=O)NCc1nnnn1C1CCCCC1
→ 4, -9, -9
C=CCN1CC2=C(C1=O)C(c1cc(OC)c(OC)c(OC)c1)NC(=O)N2 (stereo not given)
→ 3, ., -7
COc1ccc2c(c1)N(C(=O)C1CC1c1ccc(Cl)cc1)CCO2 (stereo not given)
→ 1, -1, 7
CCN1CC2(CCN(CCO)CC2)CC1c1nnc(C)o1 (stereo not given)
→ ., -4, -3
Cc1ccc(-c2noc(CSc3n[nH]c(=O)c4cc(-c5ccco5)nn34)n2)cc1
→ ., -6, -6
COc1ccc(CCN2CCCn3c2nc2c3c(=O)n(Cc3ccccc3F)c(=O)n2C)cc1OC
→ 0, -2, 1
O=C(C1COc2ccc(Cl)cc2C1)N1CCN(S(=O)(=O)c2ccc([N+](=O)[O-])cc2)CC1 (stereo not given)
→ 3, -2, -1
CC1(C)OCC(CNC(=S)NCc2ccc(F)cc2)O1 (stereo not given)
→ -21, 1, 2
O=C(Nc1ccc(N2CCCC2)c(C(=O)NCC2CCCO2)c1)c1ccc2ccccc2c1 (stereo not given)
→ 18, -4, -4
CCc1csc(CNC(=O)c2cc(C)c(OC)c(C)c2)n1
→ 0, ., -2
Cc1sc2nc(CN(Cc3ccccc3)CC(O)Cc3ccccc3)[nH]c(=O)c2c1C (stereo not given)
→ 14, -4, -4
Cc1cc(Nc2ccncc2)n2ncc(-c3ccccc3)c2n1
→ -4, -1, -2
CCS(=O)(=O)Oc1cccc(CN(Cc2ccco2)C(=O)c2ccc(Br)cc2)c1
→ 11, -5, -4
CCCc1nc(NC[C@@H]2CCCO2)c2cnn(C)c2n1
→ 16, ., -8
